BLM inh = inhibitors of human Bloom syndrome helicase BLM; AID 2528; recombinant BLM DNA unwinding, fluorescence dequenching; P54132; 0.2% of 350,000 active; Potency, µM (highest dose often 56.1 µM), for inactives: at the highest dose activity change, negative = inhibition, hits mostly inhibitors;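 further: plate controls were vehicle for no effect and no enzyme for full effect; nearly all actives have a fitted effect of over 35% in size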
POLB inh = DNA polymerase beta (human) inhibition. AID 485314. 1.3% of 340,000 active. P06746. Pol beta primer extension/strand displacement, fluorescence kinetic. Potency, µM (series often up to 114 µM), for the others: top-dose activity change, negative = inhibition, actives largely listed as inhibitors; further: on the % scale 0 is the no-effect control and ±100 the full control effect
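Human Pol beta at 10 nM; strand-displacement substrate 50 nM final. Compound exposure 15 min at room temperature before start, reaction 10 min at room temperature.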
Apoferritin bind = binds horse apoferritin like a general anesthetic; P02791; apoferritin/1-aminoanthracene competitive binding, fluorescence; Potency, µM (doses to about 77.5 µM), inactives show top-dose activity change, negative = displacement, usual class: inhibitors; 0.074% of 350,000 active; further: on the % scale 0 is the no-effect control and ±100 the full control effect; nearly all actives have a fitted effect of over 20% in size
Target sequence (P02791 2-175 limits assumed): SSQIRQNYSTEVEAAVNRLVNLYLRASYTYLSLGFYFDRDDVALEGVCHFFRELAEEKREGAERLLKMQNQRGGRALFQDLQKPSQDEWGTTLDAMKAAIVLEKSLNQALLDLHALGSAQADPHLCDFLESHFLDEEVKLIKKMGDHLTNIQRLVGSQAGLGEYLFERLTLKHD
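Probe: 1-aminoanthracene (50% saturated, PBS). Protein: horse-spleen apoferritin, 10 uM. Incubation: 10 min, room temperature. Detection: 380 nm excitation, 535 nm emission. Analysis: normalized response, four-parameter Hill.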
BAZ2B block = BAZ2B (human) inhibition; Q9UIF8; AlphaScreen BAZ2B-H3K14Ac peptide displacement; Potency, µM (series often up to 114 µM), for the others: top-dose activity change, negative = inhibition, most hits filed as inhibitors; 4.4% of 360,000 active; further: on the % scale 0 is the no-effect control and ±100 the full control effect; nearly all actives have a fitted effect of over 60% in size
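AlphaScreen luminescence quantifies BAZ2B engagement of H3K14Ac peptide; the protein and biotinylated peptide are both at 50 nM final, buffer PBS pH 7.4 with 0.01% Tween-20, all steps at room temperature.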
POLI inh = inhibitors of human DNA polymerase iota; Q9UNA4; Pol iota fluorescent replication assay, 10 min; Potency, µM (titrated, usually from 115 µM), for the others: at the top dose activity, negative = inhibition, most hits filed as inhibitors; 1% of 390,000 active; AID 588590
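Pol iota at 10 nM preincubated 15 min with compounds at room temperature; reaction started with fluorescent substrate, 50 nM final. Fluorescence read kinetically at 0 and 10 min; buffer-only wells as negative control.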
APE1 inh = APE1 (human) endonuclease inhibition; 0.35% of 350,000 active; Potency, µM (doses to about 65.8 µM), without a hit: top-dose activity change, negative = inhibition, most hits filed as inhibitors; recombinant APE1, TAMRA/BHQ-2 abasic DNA cleavage fluorescence;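 further: plate controls were vehicle for no effect and reference inhibitor for full effect; nearly all actives have a fitted effect of over 55% in size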
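APE1 at 0.75 nM preincubated 15 min at room temperature with compound. Reaction then started with 50 nM double-stranded THF-abasic substrate labelled with TAMRA/BHQ-2, and 525/598 nm fluorescence read kinetically. Activity taken as third-minus-first read difference, normalized to DMSO and NSC13755 controls.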
G9a block = inhibitors of human histone lysine methyltransferase G9a. G9a H3K9 monomethylation, AlphaScreen, 2 h. Potency, µM (series often up to 102 µM), for inactives: at the highest dose activity, negative = inhibition, actives largely listed as inhibitors. 8.8% of 350,000 active. Q96KQ7; further: on the % scale 0 is the no-effect control and ±100 the full control effect; nearly all actives have a fitted effect of over 75% in size
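Step 1: enzyme (final 20 nM) with compound, 15 min RT. Step 2: substrate peptide 500 nM and SAM 20 uM, 2 h RT. Step 3: anti-H3K9me1 antibody and AlphaScreen beads, 10 min, then plate read.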
POLH inh = inhibitors of human DNA polymerase eta | Q9Y253 | 1.2% of 390,000 active | Potency, µM (series often up to 114 µM), for inactives: at the top dose activity change, negative = inhibition, most hits filed as inhibitors | AID 588591 | recombinant Pol eta, fluorescent DNA replication assay; further: on the % scale 0 is the no-effect control and ±100 the full control effect
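Pol eta (10 nM) was preincubated with compounds for 15 min at room temperature, after which fluorescent replication substrate (50 nM final) was added to start the reaction. Fluorescence was read kinetically at 0 and 10 min.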
Pol kappa inh = blocks human DNA polymerase kappa activity. Potency, µM (top dose mostly 107 µM), for the others: at the top dose activity, negative = inhibition, most hits filed as inhibitors. purified Pol kappa, fluorescent DNA synthesis assay, 10 min. 0.53% of 400,000 active. AID 588579; further: on the % scale 0 is the no-effect control and ±100 the full control effect
Target sequence (Q9UBT6 whole entry, looked up): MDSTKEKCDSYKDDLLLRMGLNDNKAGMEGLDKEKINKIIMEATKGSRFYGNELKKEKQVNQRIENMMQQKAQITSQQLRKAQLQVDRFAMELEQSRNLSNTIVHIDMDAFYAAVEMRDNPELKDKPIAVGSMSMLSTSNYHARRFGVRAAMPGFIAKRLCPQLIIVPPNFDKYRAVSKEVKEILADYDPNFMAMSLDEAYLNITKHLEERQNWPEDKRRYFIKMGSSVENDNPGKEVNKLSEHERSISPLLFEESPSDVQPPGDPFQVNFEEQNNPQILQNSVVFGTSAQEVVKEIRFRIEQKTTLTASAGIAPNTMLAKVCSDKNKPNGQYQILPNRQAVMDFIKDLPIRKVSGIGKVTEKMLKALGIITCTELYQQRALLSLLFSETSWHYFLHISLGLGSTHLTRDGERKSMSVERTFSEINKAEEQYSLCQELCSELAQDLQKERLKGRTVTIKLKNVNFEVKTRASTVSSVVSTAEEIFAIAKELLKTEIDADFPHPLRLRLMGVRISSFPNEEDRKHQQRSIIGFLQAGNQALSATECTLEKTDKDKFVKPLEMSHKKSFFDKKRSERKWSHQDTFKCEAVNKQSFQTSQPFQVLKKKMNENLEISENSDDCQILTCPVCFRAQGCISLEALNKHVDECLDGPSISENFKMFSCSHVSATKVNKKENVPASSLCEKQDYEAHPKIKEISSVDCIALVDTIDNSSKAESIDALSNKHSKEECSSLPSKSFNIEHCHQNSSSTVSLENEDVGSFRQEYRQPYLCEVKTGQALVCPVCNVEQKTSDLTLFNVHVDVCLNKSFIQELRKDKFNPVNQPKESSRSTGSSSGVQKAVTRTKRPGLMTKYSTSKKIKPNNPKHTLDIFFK
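Pol kappa 10 nM + cpd, 15 min RT; start w/ substrate 50 nM final; fluorescence kinetic read, 0 and 10 min. Neg ctrl: buffer, no enzyme.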
The depositor's hits bear a star; ? = inconclusive; . = not tested or not shown; [ ] = remark or other dose. The call rests on the fitted dose curve; in most records, active means well fitted curve in the direction sought with a large enough effect; inconclusive means small, poorly fitted or top-dose-only effect, or another doubt; inactive means no such curve, though single readings can be large; an effect the other way counts as inactive or inconclusive. Potency means the concentration at half of the fitted maximal effect.

SMILES	BLM inh	POLB inh	Apoferritin bind	BAZ2B block	POLI inh	APE1 inh	G9a block	POLH inh	Pol kappa inh
COC(=O)[C@@H]1C2CC3c4[nH]c5cc(OC)ccc5c4CCN3CC2C[C@H](OC(=O)c2cc(OC)c(OC)c(OC)c2)C1OC (stereo partly drawn)	-13%	.	-20%	.	.	-3%	?	.	-21%[60.1 µM]
Cc1cccc(C(=O)NCC(=O)OCc2cc(=O)n3ccsc3n2)c1	.	.	.	9%	19%	5%	15%[2.33 µM]	6%	-6%
COc1ccc(NC(=O)Cn2cc(S(=O)(=O)c3ccccc3)c(=O)c3cc4c(cc32)OCO4)cc1	-5%	7%	-12%	-10%	?	.	-5%[59 µM]	-7%	-33%
Cc1n[nH]c(C)c1S(=O)(=O)N1CCOCC1	0%	14%	-5%	5%	18%	0%	-1%[12.7 µM]	0%	-5%
COc1ccc2ccc(OCC(=O)Nc3cc(C)on3)cc2c1	.	.	.	4%	15%	-8%	2%[12.7 µM]	-1%	4%
COc1ccc(C)cc1NC(=S)NN1CCN(C)CC1	-4%	47%	-4%	-28%	59%[activator]	1%	-48%	-3%	-15%
Cc1ccc(NC(=S)NC2CC3CCC(C2)N3Cc2ccco2)c(C)c1 (stereo not drawn)	-4%	-8%	2%	12%	-2%	0%	-10%[59 µM]	-14%	-10%[60.1 µM]
O=C(COC(=O)/C=C/c1ccc(F)cc1)NC1CC1	.	.	.	.	-6%	39%	.	-24%	-4%
COc1ccc(-n2c(=O)cnc3cnc(OC)nc32)cc1	-1%	.	.	.	.	-8%	4%[0.501 µM]	.	0%[60.1 µM]
C/C(NCc1ccccc1)=C(\C#N)C(=O)NCc1ccccc1	-9%	34%	?	9%	13%	10%	43%[59 µM]	-9%	2%
O=C(c1ccc2c(c1)N(Cc1ccccc1)C(=O)c1ccccc1S2(=O)=O)N1CCCC1	-2%	29%	-17%	-12%	10%	.	-27%[59 µM]	.	-11%
Cc1c(NC(=O)c2nn(CC(C)C)c(=O)c3ccccc23)c(=O)n(-c2ccccc2)n1C	.	.	.	12%	94%[activator]	4%	2%[0.501 µM]	10%	-9%
O=C(Cc1ccc(Cl)cc1)NC1CC1	-4%	-6%	-3%	-23%	48%[activator]	0%	-20%	-11%	-4%
N#CCCN(C(=O)COC(=O)c1ccc(CNS(=O)(=O)c2ccc(F)c(Cl)c2)cc1)c1ccc(F)cc1	-1%	-2%	8%	1%	2%	4%	-12%[59 µM]	-17%	-20%
Cc1cccc(-n2nc3c(c2NC(=O)c2ccco2)CS(=O)C3)c1C (stereo not drawn)	-8%	0%	-5%	-30%	81%[activator]	-3%	?	-17%	4%
O=C(N/N=C/c1c(Cl)nc2ccccn2c1=O)c1cccnc1	-7%	24%	-4%	13%	?	14%	.	-12%	6%
Cc1ccc(Nc2nc(N)nc(CN3CCN(Cc4ccc5c(c4)OCO5)CC3)n2)cc1	1%	13%	-5%	56µM*	-14%	-1%	12%[12.7 µM]	-6%	-7%
Nc1cc(-c2ccc(Br)cc2)nn1Cc1ccccc1	-3%	-27%	?	?	1%	-3%	?	-5%	-12%
CC(C)C1N(S(=O)(=O)c2ccccc2)CCN1S(=O)(=O)c1ccccc1	-9%	8%	-12%	0%	-1%	0%	-4%	-1%	-15%
COc1ccc(-n2cc(C(=O)Nc3cc([N+](=O)[O-])ccc3OC)c3ccccc3c2=O)cc1	-2%	44%	-6%	-20%	14%	-7%	-1%	-19%	-12%
Nc1ccccc1-c1nnc(SCc2ccccc2F)[nH]c1=O	-7%	9%	-2%	-24%	-4%	0%	21%[59 µM]	-11%	-17%
O=C(CN(Cc1ccccc1)C(=O)CNS(=O)(=O)c1ccc(F)cc1)NCc1ccco1	-2%	-1%	-9%	-22%	-1%	22%	-9%	-10%	3%
O=C1CCC(=O)N1c1ccccc1-c1ccccc1	-2%	26%	-9%	7%	5%	0%	-2%[59 µM]	-8%	-4%
NC1=NC(c2ccc(Cl)cc2)C(C(=O)c2ccccc2)N1 (stereo not drawn)	-2%	14%	-4%	-1%	18%	1%	15%	-18%	-19%
COc1ccc2nc(SCC(=O)Nc3ccc(S(=O)(=O)Nc4onc(C)c4C)cc3)[nH]c2c1	-1%	-16%	-5%	-20%	-6%	6%	?	-6%	-21%
CCOC(=O)N1CCC(NC(=O)c2cnn(-c3ccc(OC)cc3)c2C2CCN(C(=O)OC(C)(C)C)CC2)CC1	1%	-1%	-15%	5%[57.1 µM]	16%	.	-32%[59 µM]	-9%	-5%
O=S(=O)(NCc1ccccn1)c1ccccn1	3%	-7%	-10%	?	46%[activator]	10%	.	-15%	-15%
O=C(NCc1cccc(Br)c1)C1CC(c2ccccc2C(F)(F)F)=NO1 (stereo not drawn)	-7%	1%	-11%	-6%	?	-5%	-9%[12.7 µM]	-15%	-38%
Cc1ccccc1N1CC(C(=O)Nc2nnc(SCC(=O)Nc3nccs3)s2)CC1=O (stereo not drawn)	-15%	50µM*	-10%	-24%	?	0%	?	?	-26%
COc1ccccc1C(c1nnnn1C(C)(C)C)N1CCCc2ccccc21 (stereo not drawn)	-2%	6%	-15%	-32%	6%	?	59%[activator][12.7 µM]	-13%	-12%
CCCCC(NC(=O)c1ccccc1)C(=O)OCC(=O)N1c2ccccc2Sc2ccccc21 (stereo not drawn)	3%	?	8%	-27%	-11%	11%	-12%	-19%	4%
S=c1[nH]nc([C@@H]2C[C@H]2c2ccccc2)n1-c1ccccc1Cl	-1%	28%	-5%	-23%	18%	?	5µM*	-10%	-5%
CCN(CCCNC(=O)c1nn(-c2ccc(OC)c(Cl)c2)c(=O)c2c1c1ccccc1n2C)c1cccc(C)c1	-7%	-1%	2%	.	-6%	.	-59%[59 µM]	-3%	-10%
CC[C@]12c3[nH]c4cc(CCC(=O)N(C)C)ccc4c3CCN1C(=O)[C@@H](CC(=O)NCCN1CCOCC1)C[C@@H]2C(=O)N1CCN(C(=O)c2ccco2)CC1	.	.	.	.	10%	5%	.	-22%	5%
Cc1ccc(CCC(=O)Nc2ccccc2C(=O)O)o1	1%	-12%	-9%	-27%	-9%	59%[activator]	-49%	8%	-3%
O=C(NCC(c1ccco1)N1CCCC1)c1cc(=O)[nH]c2ccccc12 (stereo not drawn)	.	.	.	.	56%[activator]	4%	.	-19%	0%
O=C(c1cccc(S(=O)(=O)N2CCOCC2)c1)N1CCCc2ccccc21	-2%	-19%	-7%	10%	17%	7%	11%[12.7 µM]	-11%	1%
CCC(C)NC(=O)CN1C(=O)NC2(CCOc3ccccc32)C1=O (stereo not drawn)	-1%	28%	-5%	-1%	-6%	42%[activator]	23%	-9%	-7%
Cc1ccc(-n2nc3c(=O)n(CC(=O)NC(C)C)nc(C)c3c2C)cc1	-2%	3%	-4%	-3%	4%	.	-1%[59 µM]	3%	5%
CCOc1ccc(Nc2oc(/C=C/c3ccc(F)cc3)nc2C#N)cc1	3%	3%	-4%	-16%	-6%	.	0%[59 µM]	-10%	-3%
COC(=O)C1(CCSC)NC(c2ccc(O)cc2)C2C(=O)N(c3ccc4c(c3)OCCO4)C(=O)C21 (stereo not drawn)	-2%	4%	-14%	5%	2%	0%	9%[59 µM]	2%	0%
N#Cc1ccc(OCC(=O)NCCc2ccc(S(N)(=O)=O)cc2)cc1	1%	8%	-9%	-2%	2%	-1%	26%	3%	-13%
COc1ccc(N2CCN(S(=O)(=O)c3c(C)[nH]c(C)c3C(=O)N3CCCCC3)CC2)cc1	-5%	-28%	-8%	?	14%	2%	?	-12%	4%
Cc1ccc(C(C)(C)NC(=O)C2CCC(=O)N(CC3CCCCC3)C2)cc1 (stereo not drawn)	-2%	5%	-3%	-12%[57.1 µM]	32%[activator]	0%	-3%	-4%	4%
O=[N+]([O-])c1cc(-c2nc(-c3ccccc3)no2)ccc1NC1CCCC1	-11%	6%	-7%	?	-4%	.	-11%[59 µM]	-5%	-21%
COc1ccccc1C(=O)N1CCN(c2cccc(Cl)c2)CC1	-9%	33%	2%	-4%	4%	3%	14%[59 µM]	-9%	-10%
O=C(CN1C(=O)COc2ccc(S(=O)(=O)N3CCOCC3)cc21)Nc1cccc(Cl)c1	-2%	19%	-6%	-13%	-7%	15%	23%	-11%	-8%
CCOc1ccc(NC(=O)CN(C)Cc2ccc3c(c2)OCO3)cc1S(=O)(=O)N1CCCC1	.	.	.	14%	10%	-1%	4%[59 µM]	-7%	0%
FC(F)Oc1ccc(-c2csc(Cc3nnc4n3CCCCC4)n2)cc1	-11%	3%	-11%	?	-3%	4%	?	-14%	-17%
Cc1cc(=O)[nH]c(N/N=C/c2ccc(Cl)c([N+](=O)[O-])c2)n1	-7%	1%	-11%	-8%	31%[activator]	8%	.	-9%	0%
O=C(c1cc2c(=O)[nH]c3ccccc3c2s1)N1CCN(c2ccc(F)cc2)CC1	4%	-20%	-6%	.	7%	.	-13%[59 µM]	.	-1%
FC(F)(F)Sc1ccc(NC(=S)NCc2ccccc2)cc1	-11%	8%	-7%	2%	-9%	?	8%[12.7 µM]	-21%	-8%
CC(C)CN(C(=O)COC(=O)CNC(=O)c1sc2ccccc2c1Cl)C1CCS(=O)(=O)C1 (stereo not drawn)	.	.	.	-11%	10%	-14%	-42%	-16%	3%

Of the compounds above, these have a nitro group on carbon:
SMILES	BLM inh	POLB inh	Apoferritin bind	BAZ2B block	POLI inh	APE1 inh	G9a block	POLH inh	Pol kappa inh
COc1ccc(-n2cc(C(=O)Nc3cc([N+](=O)[O-])ccc3OC)c3ccccc3c2=O)cc1	-2%	44%	-6%	-20%	14%	-7%	-1%	-19%	-12%
O=[N+]([O-])c1cc(-c2nc(-c3ccccc3)no2)ccc1NC1CCCC1	-11%	6%	-7%	?	-4%	.	-11%[59 µM]	-5%	-21%
Cc1cc(=O)[nH]c(N/N=C/c2ccc(Cl)c([N+](=O)[O-])c2)n1	-7%	1%	-11%	-8%	31%[activator]	8%	.	-9%	0%

Bioassay records deposited in PubChem BioAssay by National Center for Advancing Translational Sciences (NCATS).

An excerpt. The share of hits here may be higher or lower than overall.
